Yfh1-depleted yeast = mitochondrial function rescue without frataxin homolog – Friedreich's ataxia, plus single-dose screen, dose response (AID 1465); S. cerevisiae Yfh1-off respiration, WST-1 reduction, 72 h; higher fold induction means a stronger effect; fold induction at 50 µM; hits with a dose series show EC50 in µM; 220,000 compounds, 0.074% hits;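 active = fold induction of absorbance versus untreated yeast above a set limit, then at least 30% activation at any dose in follow-up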;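 also: activators that raise dye reduction in frataxin-depleted yeast; strong numbers were not always called active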
Dynein transport = blocks dynein driven cargo transport along microtubules; 3617.4 mouse cells, GR-EGFP nuclear translocation imaging; test concentration mostly 20 µM; stimulated with dexamethasone, 1 µM; hits give low values; z-score, hits read low; 220,000 compounds, 0.47% hits; AID 1381;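 active = plate z-score of nuclear minus cytoplasmic receptor signal below a set negative limit, without overly bright fluorescence or cell loss, cut at about -3.5 in these data, passing the limit was not always enough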;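 also: z-score of nuclear minus cytoplasmic ring GR-EGFP intensity difference per well; some compounds called inactive have numbers as strong as hits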
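Buffer or medium: tet-free, stripped-serum medium; reagent: dexamethasone at 1.0 µM final, 30 min; incubation: 48 h induction, 1 h compound, 30 min dex at 37 °C; measured by: formaldehyde fixation, Hoechst nuclear stain, 10x automated fluorescence imaging; read-out: nuclear-to-cytoplasmic GR-EGFP distribution per well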
MT stabilize HCS = stabilizes microtubules in HeLa cells; HeLa tubulin immunostaining HCS, 24 h; share of cells brighter than vehicle mean+2SD; % tubulin-high responders, % at 10 µM; 200,000 compounds, 0.83% hits; AID 2205;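 active = plate Z-score above 3 for both tubulin-high and condensed-nucleus cell shares, with cell loss under 80%, at 10 µM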;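 also: anti alpha tubulin signal scored within the nucleus-defined area of each cell; some results filed as inactive read as strong as hits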
HEK293 NOD2/NF-kB = inhibition of NOD2-driven NF-kB reporter – cell-based, luminescence, uHTS, HEK293 (AID 1566); 290,000 compounds, 0.63% hits; one-dose inhibition, % at 4 µM; EC50 in µM for titrated hits; HEK293 NOD2/NF-kB luciferase reporter, luminescence; higher % means a stronger effect; in the data active = inhibition above about 50%; also: many of its hits are not listed in these tables
Hep lipid drop = hepatic lipid droplet formation modulation | AML12 mouse hepatocytes, oleate lipid droplets, BODIPY imaging | inhibition, % at 6.5 µM | 240,000 compounds, 0.4% hits;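 active = lipid droplet intensity inhibited by at least 50%, with more than 500 cells counted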
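Material: mouse AML12 hepatocyte cell line, fixed after treatment; Timing: compound with oleate, overnight; Technique: high-content imaging of BODIPY-stained droplets and DAPI nuclei; Probe or stimulus: oleate, 100 µM final; Dosing: compound at 6.5 µM only.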
Autophagy mod = modulators of autophagy; MEF GFP-LC3 puncta imaging; test concentration mostly 10 µM; calls only at 10 µM (by protocol); 190,000 compounds, 0.98% hits; AID 463193;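 active = percentage of spot-positive cells more than 3 SD above its plate mean, without a fluorescence outlier flag or 80% toxicity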;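 also: spot-positive cell cutoff set from DMSO-treated cells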
Ins promoter up = MIN6 insulin promoter up-regulation; z-score at 5 µM; 190,000 compounds, 0.3% hits; MIN6 insulin promoter-GFP reporter, high-content imaging; hits give high values;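 active = z-score above 3 at 5 µM with at least 500 cells counted in the well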
b-catenin transl = modulators of beta-catenin nuclear translocation; 190,000 compounds, 0.3% hits; nuclear translocation activity, % at 5 µM; HeLa beta-catenin nuclear translocation, immunofluorescence imaging;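 active = nuclear translocation activity above 50% at 5 µM, with a well cell count of 50 or more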;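 also: per-cell ratio of nuclear to cytoplasmic median beta-catenin stain intensity; plate controls were DMSO negative control for no effect and GSK-3 inhibitor IX positive control for full effect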
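Test system: human HeLa cells, endogenous beta-catenin. Times: 24 h compound exposure, 37°C. Measured by: beta-catenin immunofluorescence imaging with DAPI.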
WT yeast gro inh = growth inhibition of WT yeast, mitochondrial fusion screen | 190,000 compounds, 2.1% hits | AID 1362 | inhibition, % at 10 µM | mitochondrial fusion phenotypic screen, WT strain; in the data active = inhibition above about 58%; tested in S. cerevisiae
WT yeast gro inh mutant strain = second read-out of WT yeast gro inh, no call of its own (marks repeat the call); inhibition, %; mitochondrial fusion phenotypic screen, mutant strain inhibition
Dynein transport cytoplasmic EGFP = further read-out of Dynein transport, marked with its call; z-score; measured here: cytoplasmic GR-EGFP intensity; hits give high values
Dynein transport nuclear GR-EGFP = recorded beside Dynein transport, whose call it bears; z-score; measured here: nuclear GR-EGFP intensity;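 lower value marks the stronger effect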
Dynein transport cell count = recorded beside Dynein transport, whose call it bears; z-score; measured here: cell count per field
Ins promoter up cell count = recorded beside Ins promoter up, whose call it bears; cell count; measured here: cytotoxicity, nuclei count;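 total cells summed across four imaged fields per well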
Hep lipid drop cells 6.5 µM = recorded beside Hep lipid drop, whose call it bears; cell count; measured here: cell count, cytotoxicity flag;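 cells counted across two imaged fields per well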
b-catenin transl cell count 5 µM = also measured in b-catenin transl; calls as there; cell count; measured here: cell count, cytotoxicity flag
MT stabilize HCS Hoechst-high % = also measured in MT stabilize HCS; calls as there; % Hoechst-high responders; measured here: nuclear condensation Hoechst responders;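 share of cells brighter than vehicle mean plus two SD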
MT stabilize HCS cytotoxicity % = also measured in MT stabilize HCS; calls as there; toxicity, %; measured here: cytotoxicity by cell density;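 0% = mean cell density of plate MIN control wells and 100% = no cells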
Autophagy mod cell loss 18 h = further read-out of Autophagy mod, marked with its call; toxicity, %; measured here: cell loss, nuclei count;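 cell loss after 18 h compound exposure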
Starred values were filed as active, the others as inactive; i = inactive; nt = not tested or not shown. A portion of the library; the hit share may differ from the screen's.

SMILES | Yfh1-depleted yeast | Dynein transport | Dynein transport cytoplasmic EGFP | Dynein transport nuclear GR-EGFP | Dynein transport cell count | MT stabilize HCS | MT stabilize HCS Hoechst-high % | MT stabilize HCS cytotoxicity % | HEK293 NOD2/NF-kB | Hep lipid drop | Hep lipid drop cells 6.5 µM | Autophagy mod | Autophagy mod cell loss 18 h | Ins promoter up | Ins promoter up cell count | b-catenin transl | b-catenin transl cell count 5 µM | WT yeast gro inh | WT yeast gro inh mutant strain
CCOc1ccc(N=C(C)c2ccccc2O)cc1 | i | 3.1 | -0.13 | 1.2 | -1.6 | 3.7 | 3.2 | 13 | 6% | 3 | 740 | i | 3 | 0.38 | 1322 | -4.3 | 557 | -5 | -20
CCn1nc(C(C)C(=O)O)c2ccccc2c1=O (stereo not drawn) | i | -0.68 | -0.22 | -0.38 | 0.33 | 3.0 | 1.8 | 5.7 | 8% | 3 | 728 | i | -6 | 0.68 | 1465 | 0.2 | 1537 | -6 | -3
CCc1ccc(Oc2ncnc(N)c2[N+](=O)[O-])cc1 | i | -0.96 | -0.22 | 0.12 | 0.14 | 1.6 | 1.8 | 12 | -3% | 0 | 647 | i | -3 | -0.1 | 1622 | -0.6 | 1087 | 3 | -6
CN1C(=O)CC(C(=O)Nc2ccccc2F)SC1=Nc1ccc2c(c1)OCO2 (stereo not drawn) | i | -0.7 | -0.16 | 0.14 | 1.2 | 2.1 | 2.6 | 4.4 | -4% | -5 | 664 | i | 1 | -0.16 | 1250 | -2.8 | 1104 | -6 | -2
COc1ccc(NC(=O)C2CCC(CNS(=O)(=O)c3cccs3)CC2)cc1OC (stereo not drawn) | i | 1.6 | -0.25 | 1.3 | -1.2 | 1.7 | 0.9 | 5.2 | 6% | 5 | 766 | i | 3 | -0.59 | 1120 | -0.6 | 1060 | 1 | -7
Cc1cc(NC(=O)c2ccco2)ccc1-n1cnnn1 | i | 0.22 | -0.15 | -0.5 | -1.4 | 2.5 | 1.7 | 5.5 | -33% | nt | nt | i | 1 | 1 | 1675 | -1.0 | 1310 | 3 | -11
C=CCNC(=S)Nc1sc2c(c1C(=O)OCC)CCN(C(=O)OCC)C2 | i | 1.2 | -0.15 | 0.71 | -0.37 | 3.3 | 1.8 | 5.6 | -15% | 10 | 754 | i | -7 | 0.02 | 1223 | -2.0 | 1192 | -8 | 4
CCC(C)NC(=O)CO/N=C/c1ccc(C(=O)OC)cc1 (stereo not drawn) | i | 1.6 | -0.031 | 1.3 | -1.9 | 1.2 | 1.4 | 7.6 | 4% | 6 | 749 | i | -15 | -0.58 | 865 | 0.3 | 1193 | 0 | 7
O=C(CCNc1cccc(C(F)(F)F)c1)c1ccco1 | i | -0.87 | -0.12 | -0.48 | 0.39 | 2.3 | 1.4 | 8.7 | 5% | 1 | 720 | i | 14 | 0 | 762 | 1.9 | 999 | -2 | -13
COc1ccc(/C=N/NC(=O)c2cccc([N+](=O)[O-])c2)cc1OC(=O)c1ccc(C)cc1 | i | -0.11 | -0.12 | 0.59 | -0.44 | 34 | 11 | 58 | -3% | nt | nt | i | 11 | 0.74 | 1405 | 0.3 | 1307 | 12 | 5

Single entries from the results shown.
CN1C(=O)CC(C(=O)Nc2ccccc2F)SC1=Nc1ccc2c(c1)OCO2 (stereo not drawn) @ MT stabilize HCS Hoechst-high %: 2.6
C=CCNC(=S)Nc1sc2c(c1C(=O)OCC)CCN(C(=O)OCC)C2 @ Dynein transport: 1.2

More entries.
SMILES | Yfh1-depleted yeast | Dynein transport | Dynein transport cytoplasmic EGFP | Dynein transport nuclear GR-EGFP | Dynein transport cell count | MT stabilize HCS | MT stabilize HCS Hoechst-high % | MT stabilize HCS cytotoxicity % | HEK293 NOD2/NF-kB | Hep lipid drop | Hep lipid drop cells 6.5 µM | Autophagy mod | Autophagy mod cell loss 18 h | Ins promoter up | Ins promoter up cell count | b-catenin transl | b-catenin transl cell count 5 µM | WT yeast gro inh | WT yeast gro inh mutant strain
CCNS(=O)(=O)c1ccc(OCCNS(C)(=O)=O)cc1 | i | -0.58 | -0.28 | -0.51 | -2.6 | 4.0 | 2.5 | 5.6 | -17% | -10 | 728 | i | -8 | nt | nt | nt | nt | 8 | 11
Cc1ccc(/C=C2\SC(=S)N(CC(=O)Nc3cccnc3)C2=O)cc1 | i | 0.12 | -0.32 | 0.28 | -0.18 | 2.5 | 3.0 | 8.2 | 10% | 3 | 746 | i | 0 | 0.11 | 1313 | 0.1 | 1194 | 5 | 0
C[C@H](NC(=O)OC(C)(C)C)C(=O)NCC1CCC(C(=O)O)CC1 (stereo partly drawn) | i | 0.071 | -0.23 | -0.098 | -0.59 | 3.7 | 1.7 | 8.1 | 3% | -12 | 656 | i | -1 | -0.22 | 1281 | -0.1 | 1109 | 17 | -7
CNC(=O)c1c(NC(=O)c2cccc(N3C(=O)CCC3=O)c2)sc2c1CCC2 | i | -3.3 | 2.6 | -1.3 | -6 | nt | nt | nt | 7% | 0 | 653 | nt | nt | 0.73 | 941 | 0.3 | 1285 | nt | nt
O=C(O)COc1ccccc1/C=N/NC(=O)CNC(=O)c1ccc(F)cc1 | i | 0.57 | -0.21 | 0.75 | 0.075 | nt | nt | nt | 15% | -8 | 724 | nt | nt | -0.06 | 1201 | 0.6 | 1294 | nt | nt
Cc1ccc(NC(=O)N/C=C/c2ccco2)c(C)c1 | i | 0.053 | -0.21 | -0.52 | 0.74 | 1.1 | 1.8 | 10 | 9% | 4 | 597 | i | 26 | 0.18 | 2075 | -2.0 | 1146 | -3 | -2
Cc1nc2ccccc2n1CCc1nc2c3ccccc3nc(SCC(=O)NCc3ccco3)n2n1 | i | 0.24 | -0.1 | 0.51 | -0.069 | 4.2 | 2.8 | 11 | -5% | nt | nt | i | 7 | -0.04 | 955 | -2.9 | 745 | -21 | -10
S=C(CN1CCCC1=S)NCCc1ccccc1 | i | 0.099 | -0.25 | 0.063 | -0.15 | nt | nt | nt | 8% | -4 | 733 | nt | nt | -0.07 | 1155 | -1.4 | 1365 | nt | nt
COc1ccc(CCNC(=O)COC(=O)c2ccc(N3CCCC3=O)cc2)cc1OC | i | 0.21 | -0.3 | 0.4 | 0.09 | 2.6 | 2.5 | 6.2 | 2% | 6 | 661 | i | 27 | 0.4 | 1314 | -0.9 | 1129 | 11 | 16
Cc1ccc(NC(=O)CSc2ccc(-c3cccnc3)nn2)cc1Cl | nt | -0.83 | -0.17 | -0.37 | 0.49 | 1.6 | 2.9 | 5.1 | 11% | 4 | 696 | i | -5 | -0.54 | 1139 | 1.0 | 1058 | -3 | -21
COc1cc(C(=O)N2CCC(NC(=O)C(Cc3ccccc3)NC(C)=O)CC2)cc(OC)c1OC (stereo not drawn) | i | -0.19 | -0.17 | 0.22 | -0.18 | 2.3 | 2.7 | 7.0 | 0% | nt | nt | nt | nt | 0.05 | 1264 | -7.5 | 999 | 6 | 0
COc1cc2[nH]c(=S)n(C3CC3)c(=O)c2cc1OC | i | -0.39 | -0.25 | -0.42 | -0.28 | 4.1 | 1.5 | 4.0 | 12% | 8 | 694 | i | 0 | -0.22 | 1593 | -5.0 | 1089 | -8 | 9
Cc1cccc(C)c1NC(=O)CSCC(=O)O | i | 0.29 | -0.28 | 0.79 | 0.11 | 2.3 | 2.2 | 0.4 | 2% | nt | nt | i | 9 | nt | nt | -2.4 | 981 | -5 | -1
Cc1ccnc(N/C=C(/NC(=O)c2ccccc2)C(=O)N/N=C\c2ccc(Cl)cc2)n1 | i | 1 | -0.5 | 0.79 | -1.5 | nt | nt | nt | 14% | -14 | 587 | nt | nt | 0.79 | 975 | -0.4 | 1406 | nt | nt
CC(CC(=O)Nc1nc2ccccc2[nH]1)n1ccnc1 (stereo not drawn) | i | 0.12 | -0.34 | 0.33 | 0.43 | 11 | 2.4 | 9.3 | -8% | 13 | 687 | i | 12 | -0.09 | 1166 | 0.9 | 1080 | -5 | 12
O=C(NC(=S)N1CCN(c2ccc(Cl)cc2[N+](=O)[O-])CC1)c1ccco1 | i | -0.52 | -0.071 | -0.47 | 0.74 | 1.7 | 3.4 | 5.9 | -13% | 0 | 703 | i | 6 | nt | nt | -0.2 | 957 | -5 | 27
COc1ccc(C(=O)Nc2ccc(NC(=O)c3cccs3)cc2)cc1Cl | i | -0.53 | -0.23 | 0.069 | -0.064 | 4.6 | 3.0 | 6.4 | 6% | 24 | 660 | i | 6 | -0.21 | 1486 | 1.2 | 960 | 2 | 6
CN(C)CCCNC(=O)c1ccc(=O)[nH]n1 | i | -0.43 | -0.26 | -0.27 | 1 | nt | nt | nt | -1% | -8 | 726 | nt | nt | 0.26 | 1024 | -1.1 | 1285 | nt | nt
COC(=O)CSc1nc(C)cc(C)n1 | i | -0.045 | -0.3 | -0.079 | 0.26 | 2.3 | 1.4 | 5.3 | 6% | 0 | 699 | i | 26 | -0.1 | 1340 | -3.9 | 1139 | 0 | -3
CCCCCCCCNC(=O)c1ccc(C)cc1 | i | -1.3 | -0.069 | 0.042 | 0.73 | 3.7 | 2.1 | 23 | -8% | -2 | 709 | i | 19 | 0.05 | 1548 | 0.8 | 1564 | 4 | 9

Source: PubChem BioAssay
